aGal spleen mod – inhibits or activates alpha-galactosidase in human spleen homogenate | human spleen homogenate, 4MU-alpha-Gal fluorescence, 40 min | Potency, µM (doses to about 80 µM), for inactives: at the highest dose activity change, negative = inhibition, actives largely listed as inhibitors | P06280 | 240,000 compounds, 0.008% hits;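 further: potency means the concentration at half of the fitted maximal effect; 0% = enzyme with vehicle and -100% = no enzyme basal signal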
Target sequence (P06280 32-429 limits assumed): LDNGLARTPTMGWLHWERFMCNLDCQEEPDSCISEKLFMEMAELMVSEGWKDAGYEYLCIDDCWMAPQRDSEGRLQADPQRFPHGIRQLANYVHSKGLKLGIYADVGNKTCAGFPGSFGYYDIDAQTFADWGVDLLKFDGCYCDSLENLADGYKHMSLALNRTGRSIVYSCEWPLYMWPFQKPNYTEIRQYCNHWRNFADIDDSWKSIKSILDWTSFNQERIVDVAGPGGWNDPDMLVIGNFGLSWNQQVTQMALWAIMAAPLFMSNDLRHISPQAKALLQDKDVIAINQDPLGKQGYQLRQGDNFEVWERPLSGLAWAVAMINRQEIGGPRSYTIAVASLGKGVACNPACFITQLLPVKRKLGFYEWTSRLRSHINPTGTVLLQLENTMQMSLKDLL
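Inhibition or activation of alpha-galactosidase in human spleen homogenate is scored by 4-MU fluorescence after 40 min at 37C, pH 5.0, with 1 mM substrate. AC50s come from concentration-response fitted to the Hill equation.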
CBFb RUNX1 block – blocks binding between human CBF-beta and RUNX1 | Q01196+Q13951 | AlphaScreen CBFb-His/RUNX1-biotin binding, biochemical | Potency, µM (top dose mostly 59.8 µM), for the others: top-dose activity, negative = inhibition, usual class: inhibitors | 230,000 tested, under 10 active | AID 1477; further: % of control where 0% means no effect
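Inhibition was taken as any reduction in AlphaScreen signal from the CBF-beta–RUNX1 pair (His and biotin tags, 30 nM each), measured after compound (15 min) and bead (90 min) incubations at room temperature.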
Epigenetic derep – regulators of epigenetic silencing causing reporter derepression in mouse cells; 280,000 compounds, 0.2% hits; murine LDR cells, GFP reporter derepression, 30 h; Potency, µM (top dose mostly 53.9 µM), without a hit: at the top dose GFP activation, usual class: activators; further: potency means the concentration at half of the fitted maximal effect; % of control where 0% means no effect; nearly all actives have a fitted effect of over 60% in size
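Murine LDR cells carrying a silenced, genomically integrated CMV-driven GFP reporter were exposed to compound for 30 hours at 37 C. After PBS washes, GFP-positive cells (20–120 um objects) were counted by laser-scanning microplate cytometry.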
LMNA splice mod – changes lamin A minigene splicing in HeLa cells. HeLa LMNA splicing GFP/RFP minigene ratio, 48 h. Potency, µM (doses to about 46.1 µM), for the others: top-dose ratio change, negative = inhibition, hits mostly inhibitors. 200,000 compounds, 0.01% hits. AID 1487; active means well fitted inhibition curve with a large enough effect in the signal ratio, with a control signal flat, not every such curve was filed as active; inconclusive means small, poorly fitted or top-dose-only effect, or effect the other way, or a change in a side signal; the % refers to the signal ratio; further: potency means the concentration at half of the fitted maximal effect; on the % scale 0 is the no-effect control and ±100 the full control effect
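S3 HeLa stable clones carrying a lamin A-EGFP splicing minigene plus DsRed2 were seeded at 600 cells/well in Opti-MEM with 2% FBS, pin-dosed and incubated 48 h at 37°C. Acumen cytometry (488 nm) gave the GFP/RFP total-intensity ratio.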
* = called active by the depositor; ? = inconclusive; · = not tested or not shown; & = joins results of further samples; [ ] = remark or other dose. Unless noted, the call rests on the fitted dose curve; in most records, active means well fitted curve in the direction sought with a large enough effect; inconclusive means small, poorly fitted or top-dose-only effect, or another doubt; inactive means no such curve, though single readings can be large; an effect the other way counts as inactive or inconclusive.

The first 16 compounds as a preview:
Sequence of screens: Epigenetic derep, LMNA splice mod, CBFb RUNX1 block, aGal spleen mod
1	Cc1ccc(-n2c(/C=C/c3cc(Br)cs3)nc3ccccc3c2=O)cc1C
→ 12%, -18%[46 µM], ·, ·
2	COc1ccc(NC(=O)c2cccn(Cc3ccc(Cl)cc3)c2=O)c(OC)c1
→ 6.9%, 0%[46 µM], ·, ·
3	Cc1nnc(NC(=O)c2cccn(Cc3ccccc3F)c2=O)s1
→ 1.4%, 16%[46 µM], ·, ·
4	O=c1c2ccccc2nc(/C=C/c2cccc3ccccc23)n1-c1ccc(Cl)cc1
→ 2.4%, -17%[46 µM], ·, ·
5	COc1ccc(CNS(=O)(=O)c2cc3c(cc2C)N(C)CCO3)cc1
→ 1.4%, ?, ·, ·
6	CCc1ccccc1NC(=O)Nc1cc(C(=O)NCc2ccc(C(C)C)cc2)ccc1N1CCCC1
→ 9.6%, ?, ·, ·
7	CCOc1ccccc1NC(=O)NCc1ccc2c(c1)CCN2C(=O)c1ccccc1
→ -3.4%, ?, ·, ·
8	Cc1ccc(OCC(=O)N2CCN(CCc3ccncc3)CC2)cc1C
→ -3.2%, 1%[46 µM], ·, ·
9	CCOc1ccc2nc(NC(=O)c3cccn(Cc4ccccc4Cl)c3=O)sc2c1
→ 0.0%, 12%[46 µM], ·, ·
10	CCOC(=O)c1cc(-c2ccccc2)n(CCCC(=O)Nc2ccc(C)c(C)c2)c1C
→ -1.1%, ?, ·, ·
11	O=C1CC(c2ccc(C(F)(F)F)cc2)c2c(c3ccccc3oc2=O)O1 (stereo unspecified)
→ 1.3%, 3%[46 µM], ·, ·
12	O=c1c2ccccc2nc(/C=C/c2ccccc2)n1-c1ccccc1F
→ 7.1%, ?, ·, ·
13	O=C1CC(c2ccc(Br)cc2)c2c(c3ccccc3oc2=O)O1 (stereo unspecified)
→ 0.3%, -3%[46 µM], ·, ·
14	COc1cccc(/C=C/c2nc3ccccc3c(=O)n2-c2ccc(Cl)cc2)c1OC
→ 6.2%, 4%[46 µM], ·, ·
15	CSc1ccc(/C=C/c2nc3ccccc3c(=O)n2-c2cccc(Cl)c2C)cc1
→ 0.9%, ?, ·, ·
16	Cc1cccc(OC(C)C(=O)NCC2(N(C)C)CCCCC2)c1C (stereo unspecified)
→ -3.2%, -4%[46 µM], ·, ·

The list itself, from the first entry:
Sequence of screens: Epigenetic derep, LMNA splice mod, CBFb RUNX1 block, aGal spleen mod
1	Cc1ccc(-n2c(/C=C/c3cc(Br)cs3)nc3ccccc3c2=O)cc1C
→ 12%, -18%[46 µM], ·, ·
2	COc1ccc(NC(=O)c2cccn(Cc3ccc(Cl)cc3)c2=O)c(OC)c1
→ 6.9%, 0%[46 µM], ·, ·
3	Cc1nnc(NC(=O)c2cccn(Cc3ccccc3F)c2=O)s1
→ 1.4%, 16%[46 µM], ·, ·
4	O=c1c2ccccc2nc(/C=C/c2cccc3ccccc23)n1-c1ccc(Cl)cc1
→ 2.4%, -17%[46 µM], ·, ·
5	COc1ccc(CNS(=O)(=O)c2cc3c(cc2C)N(C)CCO3)cc1
→ 1.4%, ?, ·, ·
6	CCc1ccccc1NC(=O)Nc1cc(C(=O)NCc2ccc(C(C)C)cc2)ccc1N1CCCC1
→ 9.6%, ?, ·, ·
7	CCOc1ccccc1NC(=O)NCc1ccc2c(c1)CCN2C(=O)c1ccccc1
→ -3.4%, ?, ·, ·
8	Cc1ccc(OCC(=O)N2CCN(CCc3ccncc3)CC2)cc1C
→ -3.2%, 1%[46 µM], ·, ·
9	CCOc1ccc2nc(NC(=O)c3cccn(Cc4ccccc4Cl)c3=O)sc2c1
→ 0.0%, 12%[46 µM], ·, ·
10	CCOC(=O)c1cc(-c2ccccc2)n(CCCC(=O)Nc2ccc(C)c(C)c2)c1C
→ -1.1%, ?, ·, ·
11	O=C1CC(c2ccc(C(F)(F)F)cc2)c2c(c3ccccc3oc2=O)O1 (stereo unspecified)
→ 1.3%, 3%[46 µM], ·, ·
12	O=c1c2ccccc2nc(/C=C/c2ccccc2)n1-c1ccccc1F
→ 7.1%, ?, ·, ·
13	O=C1CC(c2ccc(Br)cc2)c2c(c3ccccc3oc2=O)O1 (stereo unspecified)
→ 0.3%, -3%[46 µM], ·, ·
14	COc1cccc(/C=C/c2nc3ccccc3c(=O)n2-c2ccc(Cl)cc2)c1OC
→ 6.2%, 4%[46 µM], ·, ·
15	CSc1ccc(/C=C/c2nc3ccccc3c(=O)n2-c2cccc(Cl)c2C)cc1
→ 0.9%, ?, ·, ·
16	Cc1cccc(OC(C)C(=O)NCC2(N(C)C)CCCCC2)c1C (stereo unspecified)
→ -3.2%, -4%[46 µM], ·, ·
17	Cc1cccc(CN2C(=O)CN=C(c3ccccc3)c3cc(Cl)ccc32)c1
→ -1.1%, -23%[46 µM], ·, ·
18	Cc1ccc(-n2c(/C=C\c3ccc(F)c(F)c3)nc3ccccc3c2=O)c(C)c1
→ 0.3%, -25%[46 µM], ·, ·
19	CCOC(=O)c1ccc(N2CCN(c3ccccc3F)CC2)c(NC(=O)Nc2ccc(Cl)c(Cl)c2)c1
→ 1.6%, ?, ·, ·
20	CCSc1nnc(NC(=O)c2cccn(Cc3ccccc3Cl)c2=O)s1
→ 0.0%, 17%[46 µM], ·, ·
21	Cc1ccc(C(=O)Nc2ccccc2)cc1S(=O)(=O)N1CCCC1
→ -1.1%, 7%[46 µM], ·, ·
22	CC(Oc1ccccc1)C(=O)Nc1ccc(C(=O)OCc2cc(=O)n3nc(C4CC4)sc3n2)cc1 (stereo unspecified)
→ 2.4%, ?, ·, ·
23	CCOc1ccc2cc(C#N)c(=O)oc2c1
→ ·, ·, 7%&5%, ?
24	CC(C)C[C@H](NC(=O)CNC(=O)[C@H](CCC(N)=O)NC(=O)[C@H](Cc1ccc(O)cc1)NC(=O)[C@@H](NC(=O)[C@H](Cc1ccc(O)cc1)NC(=O)CNC(=O)[C@@H](N)CCCN=C(N)N)C(C)C)C(=O)O
→ ·, ·, -7%, -5%
25	C=CCN(C1=NCCN1)c1c(Cl)cccc1Cl
→ ·, ·, 4%, 4%
26	Clc1ccccc1C(c1ccccc1)(c1ccccc1)n1cccn1
→ ·, ·, ?, 16%
27	O=S(=O)(c1ccc(Cl)cc1)c1cc(Cl)c(Cl)cc1Cl
→ ·, ·, ?, 24%
28	OC[C@@H]1[C@@H](O)[C@H](O)[C@H]2[C@@H](O)CCN21
→ ·, ·, 24%, 1%
29	CC(=O)OC1CC(OC2C(O)CC(OC3C(O)CC(OC4CCC5(C)C(CCC6C5CC(O)C5(C)C(C7=CC(=O)OC7)CCC65O)C4)OC3C)OC2C)OC(C)C1OC1OC(CO)C(O)C(O)C1O (stereo unspecified)
→ ·, ·, 3%, 26%
30	COCCN(C(=O)CCl)c1c(C)cccc1C
→ ·, ·, 10%, -2%
31	O=C1CC2OCC=C3CN4CCC56c7ccccc7N1C5C2C3CC46 (stereo unspecified)
→ ·, ·, 14%, -2%
32	CCN(CC)c1nc(C)cc(OP(=S)(OC)OC)n1
→ ·, ·, 4%, -6%
33	Cc1ccc2c(c1)C1(CCN(CCc3nc(-c4ccccc4)oc3C)CC1)OC(=O)N2
→ ·, ·, -5%, -9%
34	O=C1CC(O)(CF)CCO1 (stereo unspecified)
→ ·, ·, 17%, 2%
35	Cc1cnc2c(C(=O)O)c(Cl)ccc2c1
→ ·, ·, 16%, 2%
36	CON(C)C(=O)Nc1ccc(Br)c(Cl)c1
→ ·, ·, 7%, 2%
37	Cc1ccc2c(c1)Cc1c(C(=O)NC3CCCCC3)nn(-c3ccc(Cl)cc3Cl)c1-2
→ ·, ·, 11%, -9%
38	CCC1OC2(C)C(O)C(/C=C/C=C/C=C/c3oc(=O)cc(OC)c3C)OC1(C)C2OC(C)=O (stereo unspecified)
→ ·, ·, 8%, -3%
39	CNC(C)Cc1ccc(OC)cc1 (stereo unspecified)
→ ·, ·, 7%, -3%
40	CN1CCCCC1Cn1cc(C(=O)c2cc([N+](=O)[O-])ccc2I)c2ccccc21 (stereo unspecified)
→ ·, ·, 6%, 2%
41	COC(=O)[C@@]1(O)C[C@@H]2O[C@@]1(C)n1c3ccccc3c3c4c(c5c6ccccc6n2c5c31)C(=O)NC4
→ ·, ·, 8%, -2%
42	C[C@@H]1C[C@H]2CC[C@H](O2)[C@H](C)C(=O)O[C@@H](C)C[C@@H]2CC[C@@H](O2)[C@@H](C)C(=O)O[C@H](C)C[C@H]2CC[C@H](O2)[C@H](C)C(=O)O[C@@H](C)C[C@@H]2CC[C@@H](O2)[C@@H](C)C(=O)O1
→ ·, ·, ?, -20%
43	O=C(Nc1ccccc1)c1ccccc1I
→ ·, ·, 25%, -3%
44	CCCC(=O)O[C@@H]1[C@@H](C)[C@@]2(O)[C@@H](C=C(CO)C[C@@]3(O)C(=O)C(C)=C[C@@H]23)[C@@H]2C(C)(C)[C@]12OC(=O)CCC
→ ·, ·, 4%, -1%
45	COP(=S)(OC)Oc1ccc([N+](=O)[O-])c(C)c1
→ ·, ·, 3%, -10%
46	CCOP(=S)(OCC)OCCSCC
→ ·, ·, 3%, 7%
47	CO/C1=C\C(C)=C\[C@@H](C)[C@@H](O)[C@@H](C)C/C(C)=C/C=C/[C@H](OC)[C@@H]([C@@H](C)[C@@H](O)[C@H](C)[C@@]2(O)C[C@@H](O)[C@H](C)C(C(C)C)O2)OC1=O (stereo partly specified)
→ ·, ·, 15%, ?
48	CCOP(=S)(OCC)Oc1ncn(-c2ccccc2)n1
→ ·, ·, 5%, -5%
49	C[C@@H]1CC[C@H]2[C@H](C)[C@H]3CC[C@@]4(O)[C@@H]5CC(=O)[C@H]6CC(=O)CC[C@]6(C)[C@H]5C[C@H]4[C@@H]3CN2C1
→ ·, ·, 9%, -16%
50	CCCC[C@@H](C)[C@@H](OC(=O)C[C@@H](CC(=O)O)C(=O)O)[C@H](C[C@@H](C)CCCCCC[C@@H](O)C[C@H](O)[C@H](C)N)OC(=O)C[C@@H](CC(=O)O)C(=O)O
→ ·, ·, 8%, 1%

Structures listed so far that have two or more sulfur atoms (2):
Sequence of screens: Epigenetic derep, LMNA splice mod, CBFb RUNX1 block, aGal spleen mod
20	CCSc1nnc(NC(=O)c2cccn(Cc3ccccc3Cl)c2=O)s1
→ 0.0%, 17%[46 µM], ·, ·
46	CCOP(=S)(OCC)OCCSCC
→ ·, ·, 3%, 7%

Screening data (PubChem)

The list is partial; the hit share may differ from the screen's.
